# Screens deposited in PubChem BioAssay by Sanford-Burnham Center for Chemical Genomics.
# Jurkat NFkB inh – inhibitors of the PMA/ionomycin-induced NF-kB reporter in Jurkat cells | PMA/ionomycin-induced NF-kB luciferase reporter, luminescence | inhibition, % at 4 µM | 330,000 compounds, 0.53% hits; in the data active means inhibition above about 50%
# 697 NFkB inh – lowers PMA/ionomycin-induced NF-kB signal in 697 B cells; inhibition, % at 4 µM; 697 B-cell NF-kB luciferase reporter, 16 h; 330,000 compounds, 0.33% hits; in the data active means inhibition above about 35%
# tim23-1 inh – tim23-1 yeast growth inhibition | S. cerevisiae tim23-1 growth, BacTiter-Glo luminescence, 24 h | inhibition, % at 20 µM | 330,000 compounds, 1.3% hits | AID 463212;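 active means growth inhibition of the mutant yeast at or above 50%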;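 further: temperature-sensitive mutant grown at 25 °C; plate controls were DMSO-treated mutant yeast for no effect and medium wells lacking yeast for full effect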
# Mdm2-MdmX inh – human Mdm2/MdmX binding inhibition; O15151+Q00987; SaOS-2 split-luciferase Mdm2/MdmX complementation, luminescence; inhibition, % at 8 µM; 330,000 compounds, 3% hits; AID 485346;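 active means inhibition of at least 50% at 8 µM in the primary screen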
# UPR XBP1 act – adaptive UPR (XBP1) activation. CHO-XBP1 luciferase reporter, IRE1-XBP1 UPR activation, luminescence; percent of tunicamycin response, DMSO as zero. AID 463104. activation, % at 20 µM. 330,000 compounds, 0.33% hits;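 active means versus positive control, 20 µM dose yields 30% or more activation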;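 further: 100% = tunicamycin at 10 µg/mL and 0% = DMSO only wells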
#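 Test system: CHO-XBP1 luciferase reporter cells | Buffer or medium: Serum-containing F12 medium, 10% FBS | Schedule: 6 h compound exposure at 37 °C, 5% CO2 | Detection: Steady-Glo luciferase glow luminescence, 10 min after reagent addition | Read-out basis: Activation, % of tunicamycin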
# APJ agonist – agonists of human APJ apelin receptor; P35414; CHO-K1 APJ PathHunter beta-arrestin, luminescence; 0% DMSO wells, 100% apelin; activation, % at 20 µM; 330,000 compounds, 0.11% hits; AID 2520;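 active means activation more than six SD over the plate average, tested at 20 µM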;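 further: 0% = DMSO alone and 100% = apelin-13 at 10 nM; some results filed as inactive read as strong as hits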
# Target sequence (P35414 whole entry, looked up): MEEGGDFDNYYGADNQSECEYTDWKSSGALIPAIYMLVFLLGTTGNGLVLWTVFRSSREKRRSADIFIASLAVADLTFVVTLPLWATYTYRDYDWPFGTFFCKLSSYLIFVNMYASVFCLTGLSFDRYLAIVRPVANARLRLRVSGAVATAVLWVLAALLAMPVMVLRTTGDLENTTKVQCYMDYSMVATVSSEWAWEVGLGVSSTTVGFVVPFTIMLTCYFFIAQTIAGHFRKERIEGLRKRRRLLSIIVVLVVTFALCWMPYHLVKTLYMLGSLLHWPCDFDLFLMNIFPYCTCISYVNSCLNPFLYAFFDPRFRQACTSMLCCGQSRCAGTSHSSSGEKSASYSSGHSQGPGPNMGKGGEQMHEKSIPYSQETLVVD
#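 system = engineered CHO-K1 APJ arrestin reporter cells | input = 1000 cells per well | timing = overnight seeding, 90 min compound at 25 °C, 1 h detection | measured by = enzyme-fragment complementation luminescence | read-out = beta-arrestin recruitment to APJ as agonist activity, luminescent signal | control set = negative DMSO alone, positive Apelin-13 at 10 nM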
# APJ antag – antagonists of human APJ apelin receptor; inhibition, % at 20 µM; 330,000 compounds, 0.32% hits; P35414; CHO-K1 APJ beta-arrestin complementation, luminescence;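 active means inhibition above about 40% at 20 µM, limit read from the data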;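 further: cells challenged with 10 nM apelin-13 agonist together with compound; plate controls were apelin-13 plus DMSO wells for no effect and DMSO wells lacking apelin-13 for full effect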
# UPR CHOP act – apoptotic UPR (CHOP) activation. CHO-CHOP luciferase reporter, luminescence; percent of tunicamycin response over DMSO baseline. activation, % at 10 µM. 330,000 compounds, 0.34% hits;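 active means at 10 µM dose, activation of 40% or more, normalized to positive control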;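 further: 100% = tunicamycin at 10 µg/mL and 0% = DMSO alone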
#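 System: CHO CHOP reporter cells. Amount: 500 cells per well. Buffer or medium: F12 medium, 10% FBS. Compound dosing: one dose, 10 µM in 0.5% DMSO. Incubation: 6 h compound exposure at 37 °C after overnight seeding. Technique: Steady-Glo luciferase luminescence. Benchmarks: tunicamycin and DMSO controls.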
# * hit, by the source's call; . = not tested or not shown.
SMILES,Jurkat NFkB inh,697 NFkB inh,tim23-1 inh,Mdm2-MdmX inh,UPR XBP1 act,APJ agonist,APJ antag,UPR CHOP act
Cc1c(-n2c(=O)n(Cc3ccccc3)c(=O)c3[nH]cnc32)cccc1S(C)=O (stereo not given),2,2,10,6,0,-7,11,-0.5
COc1ccc(C(=O)NCC2OCCc3ccccc32)cc1OC (stereo not given),7,12,7,2,0,-2,-2,1.1
O=C(C#Cc1ccccc1)Nc1cccc(F)c1,73*,-100,54*,98*,11,2,-18,29
COc1ccc(-n2cnnc2SCC(=O)Nc2cccnc2Cl)cc1,2,-10,1,-13,0,-3,7,2.5
CCc1ccc(NC(=O)COc2cccc(-n3cnnn3)c2)cc1,-23,-2,15,-3,-3,-1,11,-3.3
Cc1ccc(OCC(=O)N(Cc2ccccc2)C2CCS(=O)(=O)C2)c([N+](=O)[O-])n1 (stereo not given),-1,20,-1,-14,-3,-2,-10,1.8
CCC/C(=N/NC(=O)c1nnn(-c2nonc2N)c1CN1CCCCC1)c1ccccc1,-10,4,6,12,0,11,8,-0.1
C/C(=N/NC(=O)c1ccc(C(C)(C)C)cc1)c1ccccn1,100*,-143,41,93*,0,-19,69*,556*
CC(Sc1nnnn1C)C(=O)Nc1ccc(Oc2ccccc2)cc1 (stereo not given),-10,-3,-10,44,-2,2,9,-1.4
Cc1cc(C(=O)Cn2nc(C(=O)O)c3ccccc3c2=O)c(C)n1-c1cccc(C(F)(F)F)c1,1,18,24,-3,4,0,-17,1.7
CC(Oc1cccc(Cl)c1)C(=O)NCc1ccc(S(N)(=O)=O)cc1 (stereo not given),-10,-1,10,5,7,-2,14,-1.4
CCOC(=O)N1CCN(S(=O)(=O)c2ccc3c(c2)CCN3C(=O)CC)CC1,0,2,38,0,0,-2,0,-0.1
COc1ccccc1C(=O)Nc1ccc2c(c1)nc1n2CCSC1,-110,-52,23,-40,2,-2,-2,6.0
CN(C(=O)C1CCN(S(=O)(=O)c2cccs2)CC1)c1ccccc1,8,17,1,27,-1,1,7,0.9
CCOC(=O)CCCNS(=O)(=O)c1c(C)ccc2nsnc12,-12,4,1,2,-2,1,3,-1.1
COc1ccc(OC)c(NS(=O)(=O)c2c(C)nc3sccn3c2=O)c1,-6,2,20,-8,-1,1,-50,0.1
O=C(Nc1ccc2c(c1)OCCO2)c1coc2ccccc2c1=O,7,-107,26,46,14,1,-4,16
O=C(O)c1nc(-c2ccccc2)n(-c2ccc(Cl)cc2)n1,3,5,-4,-25,-4,-1,5,-1.4
COc1ccc2c(C)c(C(=O)N3CCN(Cc4ccccc4)CC3)oc2c1,-4,7,36,19,-5,-1,-3,-0.6
Cc1ccc2cc(S(=O)(=O)NCCCC(=O)O)ccc2c1,6,9,-4,16,-4,-6,0,-1.5
COc1cccc(C2C(C(=O)c3cc4ccccc4o3)=C(O)C(=O)N2CCN(C)C)c1OC (stereo not given),11,-7,-2,35,-5,-2,13,2.5
COc1ccc(C(=O)NN(C)c2nc(-c3ccccc3)nnc2C(F)(F)F)cc1,4,-6,9,10,-6,-1,-9,-1.4
Cc1ccc(C)c(S(=O)(=O)N2CCCCC2CCNC(=O)C(=O)NCc2ccccn2)c1 (stereo not given),6,5,17,26,-1,-4,19,2.0
CCNC(=O)C(=O)NCC1CCCN1S(=O)(=O)c1cccs1 (stereo not given),0,10,14,29,-1,-2,4,0.5
O=C(c1cc2cc(F)ccc2[nH]1)N1CCc2ccccc21,-87,-121,1,-66,-2,2,3,3.4
O=C(CSc1nnc(-c2ccccc2Cl)o1)N1CCCCC1,-42,-51,25,-31,7,-4,17,1.4
O=C1COc2ccc(C(=O)c3ccccc3C(=O)NCc3ccccc3)cc2N1,-10,-20,15,12,-1,3,14,1.4
CC(C)(C)N(NC(=O)Nc1ccc(F)cc1)C(=O)c1ccccc1,9,-12,-7,-23,1,0,-6,1.1
COc1ccc(CCn2ccc(O)c(Cc3c(F)cccc3Cl)c2=O)cc1OC,-2,-5,2,10,-5,-3,0,-1.0
CCCCCN(C(=O)CCC(=O)OCc1ccccc1C)c1c(N)n(CCCC)c(=O)[nH]c1=O,0,9,3,13,0,0,7,1.3
NC(=O)N/N=C\c1cccs1,-5,-10,-3,5,0,-2,-3,2.2
CC(C)[C@H](Nc1ncnc2c1oc1ccccc12)C(=O)O,4,18,3,18,0,-2,0,4.2
CCOc1ccccc1N(C(=O)c1ccco1)C(C(=O)NC1CCCC1)c1cccs1 (stereo not given),11,15,23,9,0,1,11,0.2
O=C(NCCc1ccccc1)C1CCCN(c2ncnc3c2nc2n3CCCCC2)C1 (stereo not given),9,-2,12,17,-2,-3,-40,2.2
Cc1cc(C)cc(NC(=O)C2C3C=CC(O3)C2C(=O)O)c1 (stereo not given),6,5,16,29,-4,1,6,3.0
CCOC(=O)c1sc2nc(C)nc(NCc3cccnc3)c2c1C,-4,7,13,-12,0,0,1,-1.2
CCc1ccc(NC(=O)Cc2ccc(OC)cc2)cc1,-2,-10,22,-16,1,-1,2,2.7
Cc1cc(C)c(C(=O)N2CCCC(N3CCN(c4ccc(F)cc4)CC3)C2)o1 (stereo not given),13,4,4,3,-5,4,4,-1.4
N#CCSc1nnc(-c2ccc(F)cc2)n1N,-12,2,9,15,-2,-3,3,-2.0
CC(C)=CCc1c(O)cc2c(c1O)C(=O)CC(c1ccccc1)O2 (stereo not given),9,-7,3,21,0,-4,9,-1.5
Cc1cc(C(=O)NC(C)C)on1,-9,7,18,18,0,4,18,0.2
COc1ccc(C2(C)NC(=O)N(CC(=O)Nc3ccc(C)cc3Br)C2=O)cc1OC (stereo not given),-15,18,20,21,2,-5,4,1.6
Cn1c(SCc2cccc(Br)c2)nnc1-c1ccccn1,-1,-13,22,20,1,-5,20,2.0
Cc1cc2oc(=O)cc(CN(C)Cc3cccc(F)c3)c2cc1C,-7,-20,9,-32,-2,-1,14,1.2
C=CCn1c(=O)c(C(=O)Nc2ccccc2C(=O)OCC)c(O)c2ccccc21,7,0,38,23,-1,1,-4,-0.4
NC(=O)CSc1nnc(SCc2ccc(F)cc2)s1,-1,-1,4,-29,-2,6,-23,-1.5
Cc1nn(-c2cc(N3CCCCCC3)ccc2[N+](=O)[O-])c(=O)c2ccccc12,7,-7,32,1,2,-1,1,1.3
Cc1ccc(C(C)(C)C)c(OCCOCCN2CCCC2)c1,4,-3,-5,4,1,-2,6,0.9
O=C(c1ccco1)N1CCN(Cc2cccnc2)CC1,7,-2,46,23,-3,5,16,0.1
CC[C@]1(C(=O)OC)[C@H]2C(=O)N(C)C(=O)[C@H]2[C@H]2CN=C(SCc3ccc(C(=O)OC)cc3)N21,.,-12,36,14,0,.,.,1.8
CCOC(=O)C1CCN(C(=O)CSc2nnc(-c3ccco3)n2-c2ccccc2)CC1,-1,16,5,13,-1,-6,-19,-5.5
O=S(=O)(c1ccccc1)N1CCC(O)(CSc2ccccc2)CC1,-6,7,29,38,0,-2,-5,-1.9
Cc1cccc(C2NS(=O)(=O)N=C2N)c1 (stereo not given),-10,-18,-7,4,-2,-2,18,5.1
O=C1S/C(=C\c2ccc(O)c([N+](=O)[O-])c2)C(=O)N1Cc1cccc([N+](=O)[O-])c1,14,-9,8,16,3,-7,14,-0.2
CC(=O)c1c(C)[nH]c(C(=O)NCc2ccccc2F)c1C,6,1,11,12,-2,-1,-2,1.4
CCC(Cc1ccccc1)NC(=O)C1CC1 (stereo not given),1,-5,-1,10,-4,-2,2,3.3
Cc1ccnc(NS(=O)(=O)c2ccccc2)n1,1,6,6,15,-2,1,-6,-2.3
C=CCn1c(CNC(=O)c2cccs2)nnc1SCC(=O)Nc1ccc(C(=O)O)cc1,-14,-1,-1,9,1,-2,-2,-1.9
CCOC(=O)C1=CN(CC)S(=O)(=O)NC1CCc1ccccc1 (stereo not given),.,1,42,-11,0,.,.,0.2
CN(C)CCSc1nc(-c2ccccc2)nc2c1CCCC2,0,16,-10,33,0,-2,6,-0.4

# Going on with the list:
SMILES,Jurkat NFkB inh,697 NFkB inh,tim23-1 inh,Mdm2-MdmX inh,UPR XBP1 act,APJ agonist,APJ antag,UPR CHOP act
Cc1cc(NC(=O)/C=C/c2ccccc2Cl)n(-c2nc3ccccc3[nH]2)n1,-43,-104,1,-8,4,-5,35,9.0
CCN(CC)S(=O)(=O)c1cc(C(=O)Nc2cccnc2Cl)ccc1Cl,-5,-2,11,2,3,-2,-11,2.7
O=C(CSc1ccc2c(c1)OCCO2)NCCc1ccc(Cl)cc1Cl,3,-14,40,-18,1,0,-20,2.7
COc1ccc(Oc2nc3ccccc3n3cccc23)cc1,12,1,15,17,-2,-3,10,-0.3
COc1ccc(-n2c(SCC(=O)Nc3ccccc3)nc3c(c2=O)SCC3)cc1,0,6,1,3,-3,0,1,0.8
CSC(=S)N/N=C(\C)c1ccc(Br)cc1,4,-16,35,14,4,-4,12,0.6
C=C(C)c1nc2cc(OC)c(OC)cc2c(=O)o1,-12,21,9,5,-4,-3,10,-1.4
O=C(Cn1ccc2ccccc2c1=O)NCCC(=O)Nc1cccnc1,-15,12,0,-7,-1,-2,7,1.7
C/C(=N\NC(=O)CNC(=O)c1cccc(F)c1)c1ccc2ccccc2c1,0,5,-13,18,-1,-1,16,0.7
Cc1cccc(S(=O)(=O)Nc2nc3ccccc3nc2NCC2CCCO2)c1 (stereo not given),15,3,32,28,-1,-4,-4,1.1
O=C(c1ccc2c(=O)n3c(nc2c1)CCCCC3)N1CCc2ccccc21,-7,-3,9,1,-1,-4,-1,1.5
NS(=O)(=O)c1cccc(NC(=O)COC(=O)CCC(=O)c2cccs2)c1,-3,1,-9,15,-4,1,-8,0.7
CN(C)c1cccc(C(=O)NCC(c2ccco2)N(C)C)c1 (stereo not given),-10,-15,0,-9,0,-1,17,0.3
COc1ccc2nc(N/C(N)=N/C(=S)Nc3ccc(C)c(C)c3)nc(C)c2c1,-9,-23,30,56*,-3,-4,-1,3.6
Cc1nnc(SCC(=O)c2ccc(C(C)C)cc2)s1,-13,2,30,10,0,1,-4,4.9
Cc1cc(C)cc(NC(=O)CSc2n[nH]c(-c3cccnc3)n2)c1,-6,1,5,2,4,0,-14,-0.2

# Reformatted: results already given
# Values run as follows: Jurkat NFkB inh | 697 NFkB inh | tim23-1 inh | Mdm2-MdmX inh | UPR XBP1 act | APJ agonist | APJ antag | UPR CHOP act
CCCCCN(C(=O)CCC(=O)OCc1ccccc1C)c1c(N)n(CCCC)c(=O)[nH]c1=O
    0 | 9 | 3 | 13 | 0 | 0 | 7 | 1.3
NC(=O)N/N=C\c1cccs1
    -5 | -10 | -3 | 5 | 0 | -2 | -3 | 2.2
CC(C)[C@H](Nc1ncnc2c1oc1ccccc12)C(=O)O
    4 | 18 | 3 | 18 | 0 | -2 | 0 | 4.2
CCOc1ccccc1N(C(=O)c1ccco1)C(C(=O)NC1CCCC1)c1cccs1 (stereo not given)
    11 | 15 | 23 | 9 | 0 | 1 | 11 | 0.2
O=C(NCCc1ccccc1)C1CCCN(c2ncnc3c2nc2n3CCCCC2)C1 (stereo not given)
    9 | -2 | 12 | 17 | -2 | -3 | -40 | 2.2
